ROMK primary = human ROMK K+ channel modulation, primary screen. Tet-inducible ROMK, thallium flux fluorescence; actives lie on both sides. B-score at 10 µM. 130,000 compounds, 2% hits. AID 1918;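 active means signal ratio slope over the read window, or its plate-corrected B-score, at least 3 SD from the plate mean, either direction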;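 further: B-score of the F/F0 ratio slope over 7 to 12 s after thallium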
Target sequence (P48048 whole entry, looked up): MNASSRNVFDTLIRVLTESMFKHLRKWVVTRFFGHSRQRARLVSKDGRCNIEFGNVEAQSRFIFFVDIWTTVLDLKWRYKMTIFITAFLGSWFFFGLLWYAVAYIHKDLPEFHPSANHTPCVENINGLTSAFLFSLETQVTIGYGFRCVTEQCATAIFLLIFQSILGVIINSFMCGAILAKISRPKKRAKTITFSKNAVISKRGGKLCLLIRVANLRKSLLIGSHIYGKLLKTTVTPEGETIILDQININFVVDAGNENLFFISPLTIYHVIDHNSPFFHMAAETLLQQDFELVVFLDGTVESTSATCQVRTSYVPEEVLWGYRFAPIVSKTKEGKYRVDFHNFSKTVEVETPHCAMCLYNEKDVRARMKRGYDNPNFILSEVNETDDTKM
PPARg SRC-1 ag = promotes SRC-1 coactivator recruitment by human PPARgamma; 200,000 compounds, 0.41% hits; activation, % at 8 µM; PPARgamma-SRC-1 coactivator recruitment biochemical assay; P37231; in the data active means activation above about 19%;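 further: 0% = DMSO and 100% = reference agonist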
Target sequence (P37231 whole entry, looked up): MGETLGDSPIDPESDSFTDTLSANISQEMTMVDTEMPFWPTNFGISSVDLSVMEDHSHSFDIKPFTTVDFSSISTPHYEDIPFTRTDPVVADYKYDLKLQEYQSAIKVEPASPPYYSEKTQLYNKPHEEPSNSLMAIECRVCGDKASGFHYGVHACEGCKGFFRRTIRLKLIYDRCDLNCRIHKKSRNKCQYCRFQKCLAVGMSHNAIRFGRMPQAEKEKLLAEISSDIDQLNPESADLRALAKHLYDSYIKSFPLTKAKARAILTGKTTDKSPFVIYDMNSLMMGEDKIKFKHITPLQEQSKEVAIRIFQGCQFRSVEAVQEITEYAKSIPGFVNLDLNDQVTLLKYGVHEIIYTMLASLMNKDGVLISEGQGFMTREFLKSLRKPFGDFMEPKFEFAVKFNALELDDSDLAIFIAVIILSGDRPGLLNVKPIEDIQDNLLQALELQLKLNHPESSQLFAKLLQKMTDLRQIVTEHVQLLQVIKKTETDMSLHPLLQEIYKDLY
TR-FRET SRC-2 ct = counter-screen for PPARgamma SRC-2 recruitment agonists: TR-FRET artefact; active compounds read high; TR-FRET ratio at 8 µM; 200,000 compounds, 0.4% hits; AID 1049; in the data active means TR-FRET ratio above about 2000; further: inactives centre near 1500
PPARg SRC-2 ag = promotes SRC-2 coactivator recruitment by human PPARgamma; PPARgamma LBD-SRC-2 recruitment, biochemical; 200,000 compounds, 0.34% hits; AID 1032; activation, % at 8 µM; in the data active means activation above about 22%;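 further: 0% = vehicle and 100% = reference agonist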
bIAP activator = increases bovine intestinal alkaline phosphatase activity; purified bovine IAP, CDP-star luminescence, 30 min; active compounds read high; fold of DMSO-control signal, blank-subtracted; 200,000 compounds, 0.17% hits; activation factor at 20 µM;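 active means activation factor of 2 or more at 20 µM, a signal rise over negative controls twice the positive control's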
STAT3 activator = activators of IL-6 induced STAT3 signaling | activation (% of control), % at 5.6 µM | 190,000 compounds, 0.91% hits | U3A cells, IL-6 STAT3-luciferase reporter, luminescence; 100% = signal with IL-6 EC80 alone;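 active means activation above the screen-wide mean of compound activation plus 3 SD, cut at about 130% in these data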;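 further: 0% = background luminescence of wells with medium and substrate only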
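Assay system – human STAT1-deficient U3A cells with stable STAT3-luciferase reporter · Also added – IL-6 (33 ng/mL) · Schedule – compound 1 h, then IL-6 6 h at 37 °C · Technique – reporter luminescence signal · Evaluation – % activation versus median of IL-6-stimulated wells · Benchmarks – IL-6-only wells as 100% reference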
STAT1 blocker = STAT1 signaling inhibition. NIH 3T3 STAT1-luciferase reporter, IFN-gamma, luminescence. inhibition, % at 5.5 µM. 200,000 compounds, 0.35% hits;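 active means inhibition above a set limit, the mean inhibition across all tested compounds plus 3 SD, cut at about 34% in these data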;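 further: 0% = IFN-gamma with DMSO and 100% = IFN-gamma with 300 µM nifuroxazide; values of inactives mirror those of a sister screen read the other way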
STAT3 blocker = inhibitors of IL-6 induced STAT3 signaling | U3A cells, IL-6 STAT3-luciferase reporter, luminescence; host cell line lacks STAT1 | AID 862 | 190,000 compounds, 0.89% hits | inhibition, % at 5.5 µM;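 active means inhibition above the mean inhibition across all screened compounds plus 3 SD, cut at about 44% in these data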;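 further: 0% = DMSO only wells and 100% = 100 µM nifuroxazide control wells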
PPARg SRC3 recr = PPARgamma-driven SRC-3 recruitment agonism. P37231. 200,000 compounds, 0.26% hits. activation, % at 8 µM. biochemical PPARgamma/SRC-3 coactivator recruitment assay; in the data active means activation above about 23%;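 further: 0% = DMSO and 100% = reference agonist; some compounds past the cut are filed as inactive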
TNAP act hi DEA = TNAP (human) activation, high acceptor; P05186; purified TNAP, CDP-star luminescence, 1 M DEA, 30 min; active compounds read high; 0 = EDTA background, 1 = DMSO-only activity; activation factor at 20 µM; 200,000 tested, under 10 active;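 active means activation factor at least 2 at 20 µM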
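Control set: EDTA negative control, DMSO positive control / Assay system: human TNAP / Quantity: TNAP 1/800 final / Evaluation: TNAP activation factor scaled between EDTA and DMSO control wells / Measured by: luminescent substrate turnover signal / Compound dosing: one dose, 20 µM / Times: 30 min enzyme reaction at room temperature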
bIAP inhibitor = intestinal alkaline phosphatase (bovine) inhibition | purified bovine IAP, CDP-star luminescence, 30 min | inhibition, % at 20 µM | 190,000 tested, under 10 active | AID 1019;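 active means over 50% inhibition of intestinal alkaline phosphatase at 20 µM in the single-dose screen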
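Assay system – bovine IAP enzyme · Quantity – bovine IAP at 1/65,000,000 final dilution · Detection – CDP-star luminescence signal · Times – 30 min reaction at room temperature · Also added – CDP-star substrate at 30 µM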
* hit, by the source's call; / = not tested or not shown.

1) Cc1ccc(SCC(=O)N2N=CCC2c2ccccc2)cc1 (centres undefined)
2) CC1=C(C(=O)Nc2ccc(C)cc2C)C(c2ccc(Cl)cc2)n2nc(C(=O)OC(C)C)nc2N1 (centres undefined)
3) Nc1nc(SCc2ccccc2)[nH]c(=O)c1-c1ccccc1
4) Cc1[nH]nc2c1C(c1cccnc1)N(c1ccc(Br)cc1)C2=O (centres undefined)
5) COc1cc(/C=N/NC(N)=O)ccc1OCC(=O)N1C(C)CCCC1C (centres undefined)
6) CC(NC(=O)Cc1ccc(-c2ccccc2)cc1)c1ccccc1 (centres undefined)
7) Cn1cc(/C=C2\SC(=S)N(NC(=O)c3ccccc3Cl)C2=O)c2ccccc21
8) Cc1nc2ccc(NC(=O)Cc3ccsc3)cc2s1
assay / compound,1,2,3,4,5,6,7,8
ROMK primary,-2.1,1.3,/,-2.2,0.41,-0.4,-0.32,-0.76
PPARg SRC-1 ag,0,-4,7,-1,-1,8,4,13
TR-FRET SRC-2 ct,1486,1659,1577,1352,1615,1598,1501,1594
PPARg SRC-2 ag,8,4,2,-7,-5,5,2,16
bIAP activator,0.9,0.9,1,1,1.1,0.8,1,0.8
STAT3 activator,102,104,101,109,105,102,103,112
STAT1 blocker,-5,-6,-25,2,-5,10,-2,-18
STAT3 blocker,4,-4,5,-7,-4,-2,-6,-14
PPARg SRC3 recr,1,0,4,-19,-1,3,3,3
TNAP act hi DEA,1,1,1,1,1,1,0.6,1
bIAP inhibitor,13,8,4,5,-10,21,2,16

9) CC1CCN(S(=O)(=O)c2ccc3[nH]c(=O)c(=O)[nH]c3c2)CC1
10) CCOc1cccc(CNCc2ccc(C(=O)O)cc2)c1
11) COc1cccc(-n2nnnc2S(C)(=O)=O)c1
12) Cc1ccc(C)c(-n2cc(CNCCc3cnccn3)c(-c3ccccc3)n2)c1
13) O=C1CC(=O)N(Cc2ccco2)C(=O)N1
14) CCOC(=O)C1C(c2ccc(O)c(OC)c2)NC(=S)NC1(O)C(F)(F)F (centres undefined)
15) CC(C)c1ccc(-c2nnn(CCC#N)n2)cc1
16) O=C(CSc1ccccc1)N[C@@H](Cc1ccccc1)C(=O)O
assay / compound,9,10,11,12,13,14,15,16
ROMK primary,/,/,-3.5*,0.83,/,0.086,-0.74,/
PPARg SRC-1 ag,0,-10,-3,-5,0,5,-2,7
TR-FRET SRC-2 ct,1537,1330,1536,1462,1490,1654,1528,1404
PPARg SRC-2 ag,4,-13,0,-2,-1,-1,-5,11
bIAP activator,1,0.9,0.9,1.1,1.3,0.7,1.2,1
STAT3 activator,107,106,90,93,110,86,93,/
STAT1 blocker,-4,-10,35*,-2,7,1,-20,-1
STAT3 blocker,-2,-5,12,19,-7,18,14,/
PPARg SRC3 recr,-4,-5,-9,-2,2,2,-1,2
TNAP act hi DEA,1,1,1,1.1,1,1.1,1.1,1.1
bIAP inhibitor,-1,12,12,-11,-26,28,-19,2

17) COc1ccc(Cl)cc1S(=O)(=O)N1CCN(c2ccc(F)cc2)CC1
18) O=C1OC(C(=O)Nc2nccs2)Cc2ccccc21 (centres undefined)
19) O=C(c1cccnc1)N1CCN(S(=O)(=O)c2ccc(S(=O)(=O)N3CCCC3)cc2)CC1
20) Cc1cc(C(=O)NC(C)c2ccccc2)c2cc(F)ccc2n1 (centres undefined)
21) Cc1ccccc1NC(=O)C(=O)c1cn(C)c2ccccc12
22) COc1ccc(N2CCN(C(=O)c3ccc(OCC4CCCO4)cc3)CC2)cc1 (centres undefined)
23) Cc1ccc(NC(=O)CCC(=O)NNC(=O)c2cccs2)cc1C
24) COc1ccccc1/C=c1\sc2nc(-c3cccs3)nn2c1=O
assay / compound,17,18,19,20,21,22,23,24
ROMK primary,/,-0.3,0.3,/,-0.42,/,0.2,/
PPARg SRC-1 ag,-7,-7,-5,-2,-1,1,6,-2
TR-FRET SRC-2 ct,1257,1439,1460,1397,1503,1584,1502,1401
PPARg SRC-2 ag,-2,-4,-1,9,-2,3,15,3
bIAP activator,0.9,1,0.8,1,1,1.1,1.1,/
STAT3 activator,101,89,103,99,116,104,105,115
STAT1 blocker,2,-7,-4,2,-35,-8,1,-1
STAT3 blocker,2,12,-3,0,-14,-2,-3,-12
PPARg SRC3 recr,-5,2,-3,2,-3,2,-6,-12
TNAP act hi DEA,1,0.9,1.1,1,1.1,1,1,/
bIAP inhibitor,14,3,15,0,4,-7,-13,/

Part of the list above, with two lines to a compound:
Values run as follows: ROMK primary | PPARg SRC-1 ag | TR-FRET SRC-2 ct | PPARg SRC-2 ag | bIAP activator | STAT3 activator | STAT1 blocker | STAT3 blocker | PPARg SRC3 recr | TNAP act hi DEA | bIAP inhibitor
23. Cc1ccc(NC(=O)CCC(=O)NNC(=O)c2cccs2)cc1C
 : 0.2 | 6 | 1502 | 15 | 1.1 | 105 | 1 | -3 | -6 | 1 | -13
24. COc1ccccc1/C=c1\sc2nc(-c3cccs3)nn2c1=O
 : / | -2 | 1401 | 3 | / | 115 | -1 | -12 | -12 | / | /

Other records
25) O=C(NCc1cccs1)C1CC(=O)N(c2ccc(F)cc2)C1 (centres undefined)
26) CC(C)NC(=S)N/N=C/c1ccccc1[N+](=O)[O-]
27) CCCc1nc2sc3c(c2c(=O)[nH]1)CCCC3
28) C=C(C)Cn1c(SCC)nc2ccccc2c1=O
29) COC(=O)c1c(NC(=O)COC(=O)CCc2ccc(S(=O)(=O)N3CCOCC3)cc2)sc2c1CCC2
30) Cc1cc(C)n2nc(SC3CCCCN(C(=O)c4ccc(F)cc4)C3=O)nc2n1 (centres undefined)
31) CCOC(=O)c1cnn(-c2cc(Oc3cccc(C)c3)ncn2)c1N
32) Cc1cccc(NC(=O)NCC(c2ccco2)N2CCCCC2)c1 (centres undefined)
assay / compound,25,26,27,28,29,30,31,32
ROMK primary,-0.56,-0.58,-0.87,/,-0.6,-1.3,0.0036,-1.1
PPARg SRC-1 ag,1,5,0,8,3,4,5,6
TR-FRET SRC-2 ct,1492,1659,1635,1589,1487,1282,1800,1596
PPARg SRC-2 ag,-8,5,9,4,-3,2,-2,10
bIAP activator,0.8,0.9,1,0.8,1.2,1.1,0.8,1
STAT3 activator,98,92,80,104,110,101,91,99
STAT1 blocker,-4,-8,-11,0,2,-4,-18,-10
STAT3 blocker,4,16,29,2,-8,2,16,6
PPARg SRC3 recr,-5,1,2,6,-2,-8,2,-2
TNAP act hi DEA,1.1,1,1,1,1,1.1,1.1,1
bIAP inhibitor,17,12,-1,21,-19,-7,17,1

33) Cc1nn(Cc2ccccc2)c(C)c1NC(=O)c1cc(-c2ccc3c(c2)OCO3)on1
34) Cc1cccc(C)c1OCC(=O)Nn1c(C)nc2ccccc2c1=O
35) CC(=O)Nc1ccc(Oc2cnc3ccccc3n2)cc1
36) N#CC1=C(N)Oc2n[nH]c(-c3cccnc3)c2C1c1cc(F)ccc1F (centres undefined)
37) CCOC(=O)C1CCCN(C(=O)CSc2ccc(Br)cc2)C1 (centres undefined)
38) CCNc1nc(NCC)nc(SCC(C)=O)n1
39) CC(C)CCNC(=O)C1CCCN(S(=O)(=O)c2ccc(F)cc2)C1 (centres undefined)
40) Cc1cc(S(=O)(=O)Nc2ccc3ccccc3c2)c(C)s1
assay / compound,33,34,35,36,37,38,39,40
ROMK primary,-0.32,0.012,/,0.012,-1.1,0.31,/,-0.31
PPARg SRC-1 ag,2,6,5,10,13,3,-6,-3
TR-FRET SRC-2 ct,1500,1518,1527,1587,1442,1449,1556,1383
PPARg SRC-2 ag,5,-4,10,-6,1,-2,-4,5
bIAP activator,0.9,1.1,0.9,1,1.1,0.9,1,0.9
STAT3 activator,97,108,88,98,104,110,98,100
STAT1 blocker,9,-4,4,4,-6,0,4,4
STAT3 blocker,5,-2,18,13,3,-9,9,6
PPARg SRC3 recr,5,4,9,0,-4,-3,1,-3
TNAP act hi DEA,1,1,1.1,1,1,1,1.1,1
bIAP inhibitor,9,-7,8,3,-6,5,4,12

41) O=C(C1=C[C@@H](c2coc3ccccc3c2=O)C[C@@H](OCc2ccc(CO)cc2)O1)N1CCN(Cc2ccc3c(c2)OCO3)CC1
42) COc1cc(C(=O)NCC(c2cccnc2)N2CCN(c3ccccc3)CC2)cc(OC)c1OC (centres undefined)
43) CC1=N/C(=C\c2ccc(OC(C)C)cc2)C(=O)N1c1ccc(C(=O)O)cc1
44) O=c1[nH]c(/C(=N\O)c2ccccc2)no1
45) COc1ccc(-c2nn(C)c(=O)c3ccccc23)cc1NC(=O)Cn1nc(-c2ccccc2)c2ccccc2c1=O
46) COc1ccc(S(=O)(=O)Nc2ccc3c(c2)OCO3)cc1
47) COc1cccc(C(=O)N(CN2CCCC2=O)c2cc(C)on2)c1
48) O=[N+]([O-])c1nn(-c2ccc(Cl)cc2)n(O)c1=NCc1ccccc1
assay / compound,41,42,43,44,45,46,47,48
ROMK primary,/,/,/,/,/,/,1.2,-2.1
PPARg SRC-1 ag,5,4,7,-1,11,-2,9,-11
TR-FRET SRC-2 ct,1439,1777,1625,1519,1878,1460,1597,1529
PPARg SRC-2 ag,7,3,1,6,5,13,0,0
bIAP activator,1,1,1.4,1.1,1.1,1,1,0.9
STAT3 activator,/,98,98,88,103,101,103,102
STAT1 blocker,7,3,9,11,20,7,2,-28
STAT3 blocker,/,8,5,20,1,1,2,9
PPARg SRC3 recr,1,5,4,0,2,4,-18,-1
TNAP act hi DEA,1,1.1,1.1,1,1,1,1.1,1
bIAP inhibitor,-2,-1,-37,-5,-6,4,4,8

Screening results as filed in PubChem.
